CDK5 p35 inh = CDK5/p35 (human) kinase inhibition; Q00535+Q15078; Recombinant CDK5/p35, ADP-Glo luminescence, 60 min; inhibition, % at 10 µM; 330,000 tested, 0.01% active; AID 488839;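 active = highest replicate inhibition of at least 50% and at least 75% of replicates reaching 50%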;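 note: plate controls were DMSO neutral control for no effect and GW8510 at 10 µM for full effect; many of its hits are not listed in these tables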
Tat transport = blocks Tat-dependent protein export in E. coli | E. coli MC4100 TorA-mCherry Tat export, fluorescence | inhibition, % at 10 µM | 340,000 tested, 0.036% active;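 active = mean replicate inhibition at least 50% and at least half of replicates individually reaching 50%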;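 note: exported cargo escapes ClpAP degradation while cytoplasmic cargo is degraded and loses fluorescence; 0% = median of neutral control wells and 100% = median of NaSCN control wells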
PKA-R1A activ = activates the PKA-R1A holoenzyme complex. activation, % at 11.4 µM. 340,000 tested, 0.083% active. PKA-R1A dissociation, Cy5-IP20 fluorescence polarization; scaled: DMSO 0%, 113 µM cGMP 100%. P00514+P68181;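 active = percent activation above the mean of all tested compounds plus 3 SD, cut at about 19% in these data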;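 note: higher means more PKAc released from R1A so a rise in polarization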
SUMO Mot1 rescue = SUMOylation pathway inhibition by Mot1-301 growth rescue. S. cerevisiae Mot1-301 growth rescue, ATP luminescence, 38.5C; percent above DMSO median, 100 means doubled. growth rescue, % at 18.8 µM. 320,000 tested, 1% active;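 active = every valid replicate shows activation above 250% relative to neutral control wells; inactive = the rest, any valid replicate at or below 250%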;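 note: OY570 slx delta 5 strain wells were the positive control but not used for scaling; some compounds called inactive have numbers as strong as hits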
HTR5A ag = counter-screen for OPRM1-OPRD1 agonists: human HTR5A agonism; HTR5A agonist assay, luminescence, cell-based; AID 504692; activation, % at 9.3 µM; 340,000 tested, 0.61% active; P47898; in the data active = activation mostly above about 9.5%, no sharp cut-off; inactive = mostly below about 7.6%;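 note: 0% = cells with vehicle only and 100% = reference agonist; strong numbers were not always called active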
PKA-R2B activ = activates the human PKA-R2B holoenzyme complex; P22694+P31323; PKA-R2B holoenzyme dissociation, Cy5-IP20 fluorescence polarization; R2B truncated from residue 108, S112A mutant; 0% DMSO only, 100% 113 µM cGMP; activation, % at 11.4 µM; 340,000 tested, 0.079% active;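 active = activation above a cutoff set at the mean over all compounds plus 3 SD, cut at about 18% in these data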;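 note: higher means more holoenzyme dissociation and a rise in polarization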
Target sequence (P31323 whole entry, looked up, other chains not shown, the tested form may be a part): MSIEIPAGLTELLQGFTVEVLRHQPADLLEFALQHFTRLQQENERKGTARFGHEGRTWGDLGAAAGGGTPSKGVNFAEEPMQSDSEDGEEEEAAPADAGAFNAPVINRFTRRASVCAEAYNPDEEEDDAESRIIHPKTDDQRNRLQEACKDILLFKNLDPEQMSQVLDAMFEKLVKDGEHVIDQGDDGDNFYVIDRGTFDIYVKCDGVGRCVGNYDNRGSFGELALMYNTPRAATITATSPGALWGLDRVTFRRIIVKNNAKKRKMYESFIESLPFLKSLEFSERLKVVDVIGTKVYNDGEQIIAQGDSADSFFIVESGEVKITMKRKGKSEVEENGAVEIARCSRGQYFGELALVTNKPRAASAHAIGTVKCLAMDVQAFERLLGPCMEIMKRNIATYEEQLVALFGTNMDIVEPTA
HTR5A inv ag = counter-screen for OPRM1-OPRD1 inverse agonists: human HTR5A inverse agonism; P47898; HTR5A cell line, luminescence; inhibition, % at 9.3 µM; 340,000 tested, 0.083% active; AID 504634; in the data active = inhibition mostly above about 23%, no sharp cut-off; inactive = mostly below about 18%;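 note: 0% = cells with DMSO and 100% = no-cell wells with DMSO; some compounds called inactive have numbers as strong as hits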
DAGLB inhibitor = diacylglycerol lipase beta (human) inhibition; inhibition, % at 5.17 µM; 340,000 tested, 0.059% active; Q8NCG7; HEK293T DAGLB membrane lysate, EnzChek fluorogenic substrate; in the data active = inhibition above about 34%;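 note: 0% = enzyme with vehicle and 100% = wells lacking enzyme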
Target sequence (Q8NCG7 whole entry, looked up): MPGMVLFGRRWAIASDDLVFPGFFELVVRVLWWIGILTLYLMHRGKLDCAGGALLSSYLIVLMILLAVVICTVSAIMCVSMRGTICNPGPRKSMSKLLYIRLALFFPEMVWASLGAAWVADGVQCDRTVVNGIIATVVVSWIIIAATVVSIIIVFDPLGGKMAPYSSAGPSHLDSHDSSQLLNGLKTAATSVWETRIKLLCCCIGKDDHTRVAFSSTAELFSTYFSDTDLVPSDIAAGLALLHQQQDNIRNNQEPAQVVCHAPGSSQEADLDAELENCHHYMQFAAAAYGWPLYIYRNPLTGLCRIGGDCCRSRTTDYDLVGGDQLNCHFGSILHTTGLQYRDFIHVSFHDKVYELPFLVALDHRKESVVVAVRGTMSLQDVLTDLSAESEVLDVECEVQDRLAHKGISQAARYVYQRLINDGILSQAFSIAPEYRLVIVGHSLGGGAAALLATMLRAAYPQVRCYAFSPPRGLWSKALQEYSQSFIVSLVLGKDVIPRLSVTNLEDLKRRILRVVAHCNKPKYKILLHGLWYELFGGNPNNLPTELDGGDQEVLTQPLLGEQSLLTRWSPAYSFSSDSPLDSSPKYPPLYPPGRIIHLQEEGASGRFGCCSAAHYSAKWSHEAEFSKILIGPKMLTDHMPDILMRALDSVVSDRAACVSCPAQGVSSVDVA
phage Ecoli inh = E. coli growth loss with phage present. growth absorbance. inhibition, % at 11.9 µM. 360,000 tested, 0.26% active; in the data active = inhibition above about 11%
AddAB inh = less growth of phage-infected E. coli with AddAB; E. coli expressing H. pylori AddAB, absorbance growth; inhibition, % at 11.9 µM; 330,000 tested, 0.29% active; AID 435030; in the data active = inhibition above about 12%;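 note: 0% = vehicle wells of infected cells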
E coli growth = bacterial growth inhibition, counter-screen for AddAB inhibitors | E. coli V3065 growth, OD600 absorbance, 18 h | inhibition, % at 11.9 µM | 330,000 tested, 0.27% active | AID 449728;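 active = inhibition above the campaign's mean inhibition across all tested compounds plus 3 SD, cut at about 9.9% in these data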;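 note: uninfected addAB+ strain grown without phage in ampicillin broth; 0% = DMSO wells and 100% = ciprofloxacin 0.95 µg/ml wells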
Active calls of the source: *; · = no result given.

Sample of the layout:
SMILES	CDK5 p35 inh	Tat transport	PKA-R1A activ	SUMO Mot1 rescue	HTR5A ag	PKA-R2B activ	HTR5A inv ag	DAGLB inhibitor	phage Ecoli inh	AddAB inh	E coli growth
O=C(Nc1c(Cl)cc(Cl)cc1C(=O)NCc1cccnc1)c1ccc(Cl)cc1Cl	-0.6	0	-6	-2	6	-7	-24	1	3.7	0.6	1.4
CC(C)(C)c1ccc(OCc2ccc(C(=O)N3CCOCC3)o2)cc1	-0.9	6	-4	17	3	-3	-7	-1	4.5	4.5	2.0

All compounds of this part, previewed entries included:
SMILES	CDK5 p35 inh	Tat transport	PKA-R1A activ	SUMO Mot1 rescue	HTR5A ag	PKA-R2B activ	HTR5A inv ag	DAGLB inhibitor	phage Ecoli inh	AddAB inh	E coli growth
O=C(Nc1c(Cl)cc(Cl)cc1C(=O)NCc1cccnc1)c1ccc(Cl)cc1Cl	-0.6	0	-6	-2	6	-7	-24	1	3.7	0.6	1.4
CC(C)(C)c1ccc(OCc2ccc(C(=O)N3CCOCC3)o2)cc1	-0.9	6	-4	17	3	-3	-7	-1	4.5	4.5	2.0
Brc1ccc(OCc2nnc3n2CCC3)cc1	-1.0	-5	-3	-9	-1	6	-3	0	3.5	2.0	1.2
S=C(NCCN1CCOCC1)Nc1ccc(Cl)cc1	1.3	-9	-10	6	-1	-9	4	5	1.5	3.0	1.6
O=C(O)c1ccc2c(c1)C(=O)N(c1ccc(OCc3ccccc3)cc1)C2=O	0.4	-3	-4	594	0	-2	0	1	0.4	4.1	1.7
O=c1nc2n(c3c4c(sc13)CCC4)CCC2	1.8	8	-4	2	1	-2	-2	0	3.4	-2.6	-3.6
Nc1nc2c3ccccc3nc(C3CC3)n2n1	1.7	-3	-9	-7	2	-5	5	0	2.9	0.5	-1.4
CC(C)CN(C(=O)COC(=O)Cc1c[nH]c2ccccc12)c1c(N)n(Cc2ccccc2)c(=O)[nH]c1=O	0.3	-2	4	292	1	0	-2	2	3.0	0.2	1.7
COc1ccccc1CNc1cc(C)ccn1	0.7	-7	-2	-16	0	-2	2	-3	0.6	0.8	0.7
CCn1c(=O)ccc2cc([N+](=O)[O-])ccc21	-0.9	4	0	-19	-4	-5	9	-2	3.7	-0.8	2.4
O=C(COc1ccc(/C=N/NC(=O)c2ccncc2)cc1)Nc1ccccc1	-1.7	0	0	-4	0	-7	-1	-2	2.9	3.6	2.6
COc1ccc(CN2C(=O)c3cccnc3C2=O)cc1S(=O)(=O)NCc1ccc(C)cc1	1.1	7	-7	-17	5	-5	-5	0	0.9	0.4	-1.3
Cc1ccc(CC(=O)Nc2nc3ccccc3s2)cc1	-2.0	-5	-9	40	-1	-13	11	0	2.4	1.8	0.0
COc1ccccc1-n1nnnc1S(=O)(=O)Cc1ccc(Cl)cc1	1.6	-4	6	9	-5	-10	28	3	2.7	0.6	-2.6
O=C1c2cc(Br)ccc2OC2C=CC=CC12 (stereo not drawn)	1.6	-6	-12	·	0	-3	0	-6	1.5	-1.7	0.0
CC1=C(C(=O)Nc2cccc(F)c2)C(c2ccsc2)C2=C(CC(C)(C)CC2=O)N1 (stereo not drawn)	-1.8	1	-2	-3	-1	1	2	2	3.1	2.3	-2.1
Cc1ccc(NC(=O)N2CCCC(c3ccccc3)C2)cc1 (stereo not drawn)	-0.3	2	0	15	4	3	-15	-17	3.6	-3.4	-2.1
COc1cc(C(=O)Nc2ccc(C)c(S(=O)(=O)N(C)C)c2)ccc1OCC(=O)N1CCOCC1	0.3	-8	-2	-5	0	9	-1	0	1.9	-0.2	-1.7
O=C(CCC(=O)c1cccs1)OCC(=O)c1ccccc1	1.1	-3	-7	9	-1	-3	5	-3	4.2	1.9	-2.7
Cc1ccc(CC(CC(=O)O)C(=O)NCc2ccccc2)cc1 (stereo not drawn)	-0.1	-6	-4	5	6	-10	0	1	2.1	-1.8	-0.4
CC(C)C(NS(=O)(=O)c1ccc2c(c1)C(C)(C)C(=O)N2C)C(=O)NCc1ccc(F)cc1 (stereo not drawn)	0.2	0	-8	0	-7	0	19	-1	2.7	8.3	-0.2
COC(=O)[C@@H](NC(=O)Nc1ccccc1F)C(C)C	-1.7	1	-6	-3	4	9	-9	-3	-2.7	0.8	0.7
CCS(=O)(=O)N1CCC(C(=O)Oc2ccccc2Br)CC1	-0.3	24	3	70	0	1	-11	-1	3.1	1.5	-0.4
Cc1ccc(C)c(S(=O)(=O)NC(CC(C)C)C(=O)O)c1 (stereo not drawn)	-0.5	0	1	36	3	-8	-20	2	1.7	0.9	-2.4
O=C(Nc1ccc(F)cc1)C(=O)c1cn(CC(=O)N2CCOCC2)c2ccccc12	-2.8	-1	-9	-5	-2	8	7	-1	0.4	4.7	-1.2
CCCc1cc(NC(=O)CCl)n(-c2ccccc2)n1	-3.3	6	0	8	-3	20*	9	2	2.5	-2.4	-1.8
Cn1ccnc1SCC(=O)N(C1CCCCC1)C1CCCCC1	0.9	-3	-8	2	-2	-4	6	0	1.6	1.2	-3.3
Cc1ccccc1NC(=O)c1[nH]cnc1C(=O)NN	0.5	-9	-3	12	5	0	-17	-2	0.8	-0.5	-1.0
Fc1cccc2sc(Nc3nnc(-c4ccccc4)o3)nc12	-2.8	0	-5	16	-3	-4	0	17	-1.2	-11	-2.7
O=C(O)c1cc2ccc3ccccc3c2[nH]1	-0.3	-1	1	2	17	2	-45	1	0.6	0.5	-1.6
CCC(C)c1ccccc1OCCOCCN1CCCC1 (stereo not drawn)	0.6	3	-3	-24	4	-3	6	-2	-0.9	0.2	-1.5
O=C(C1CCCN(Cc2nc(-c3cccs3)no2)C1)N1CCOCC1 (stereo not drawn)	-1.0	10	-11	-3	-1	-13	-3	4	-0.1	0.7	-0.8
O=C(O)c1ccc(/C=C/c2ccc3cccc(O)c3n2)cc1	0.1	1	-6	·	-3	3	9	4	3.1	·	·
CC(C)N1CCN(Cc2ccc(OC3CCCC3)cc2)CC1CCO (stereo not drawn)	2.3	1	-25	474	0	-3	0	-1	2.2	3.0	0.8
CC(=O)Nc1nc(CC(C)C)cc(-c2ccco2)c1C#N	-0.3	3	-14	-1	0	-16	8	-2	1.2	1.4	0.2
O=C(NNc1ccccc1C(F)(F)F)c1cccs1	0.9	-7	-5	17	1	-2	-5	-1	1.5	4.3	1.5
O=C(CCCOc1ccccc1)Nc1nc2ccccc2[nH]1	-0.7	3	-1	-9	-1	0	3	-1	-3.4	-0.2	0.8
CC(=O)c1ccc(N2CCN(C(=O)C3CCCN(S(=O)(=O)c4c(C)[nH]c(=O)[nH]c4=O)C3)CC2)cc1 (stereo not drawn)	-8.7	-2	-5	-9	3	1	-8	1	4.1	3.2	0.3
c1ccc(-c2nnc(N3CCCC3)nc2-c2ccccc2)cc1	-0.9	3	-1	·	0	-10	-2	-4	-0.5	·	·
O=C(Nc1ccc(F)cc1)Nc1cccnc1	1.8	-6	-10	-3	-2	3	8	-1	0.8	·	·
Cc1ccc(F)cc1NC(=O)CN1C(=O)NC(C)(c2ccc3c(c2)OCCO3)C1=O (stereo not drawn)	-1.8	1	7	-8	1	2	-3	2	2.4	-1.4	-1.4
O=[N+]([O-])c1cccc(CN2CCC(Cc3ccccc3)CC2)c1	-1.2	-3	-1	30	-3	6	10	-4	3.3	5.7	0.0
CC(C)OCCCn1c(SC(C)C(=O)NCC2CCCO2)nc2cc(Cl)ccc2c1=O (stereo not drawn)	-1.0	-7	-6	0	1	-5	2	-4	1.3	-1.9	1.9
Nc1nc(NCCCN2CCOCC2)nc(Nc2ccccc2)c1[N+](=O)[O-]	0.7	5	-1	-13	-10	-8	24	1	3.2	0.8	-0.1
O=C(CC1Oc2ccccc2NC1=O)NCc1ccc(Cl)cc1 (stereo not drawn)	-1.1	1	4	-3	3	-2	-9	0	2.1	-0.2	-2.3
COC(=O)Cn1cc(C(=O)OC)c2ccccc21	-0.8	4	12	8	-4	-4	-11	-3	-0.6	0.4	0.1
CCOC(=O)c1cc(S(=O)(=O)N2CC(C)CC(C)C2)cn1C (stereo not drawn)	-1.8	1	-12	122	4	11	-9	-1	1.7	2.9	1.0
O=S(=O)(NCc1cc(-c2ccc(Cl)cc2)no1)c1ccccc1	-0.5	4	0	1	3	3	-8	-2	2.5	6.1	0.1
Cc1cc(=O)c(C(=O)O)nn1-c1ccc(Cl)cc1	-0.2	-2	0	2	0	1	-3	-1	-0.2	-0.4	0.0
COc1cc(C(=O)NCCC2=CCCCC2)ccc1OC1CCN(C(C)=O)CC1	-0.2	-5	-2	547*	3	-4	-15	0	0.6	0.9	1.6
CC1CCN(CCCNS(=O)(=O)c2cc(Br)cc3c2N(C(=O)C2CC2)CC3)CC1	1.1	13	-1	-15	1	2	-4	1	0.6	2.9	-0.2
Cc1nn(Cc2ccc(C(=O)Nc3nc4c(C)cccc4s3)o2)c(C)c1Br	-0.9	-1	1	-18	4	0	-22	-3	1.6	4.5	2.6
Cc1c(F)cccc1NS(=O)(=O)c1ccc(OCCNS(C)(=O)=O)cc1	-0.3	2	-3	-6	2	-2	-5	1	1.9	0.7	-1.1
NC(=O)CCn1c(C(=O)c2ccc(Cl)cc2)c2ccccc2[n+]1[O-]	0.7	-10	-2	18	3	3	-30	2	3.6	-0.5	0.4
COc1ccc(C)cc1NC(=O)COC(=O)c1ccc2ccccc2n1	0.7	-44	6	-12	0	16	0	-8	2.1	3.2	2.1
Cc1ccc2c(CN(C)Cc3cccc(F)c3)cc(=O)oc2c1C	-1.4	-3	4	-2	3	-3	-12	-9	-1.5	1.9	1.1
CSCC[C@H](NC(=O)CCCn1nnc2ccccc2c1=O)C(=O)O	0.4	-6	6	-9	-1	-8	-7	-3	3.0	-0.5	-1.3
CCSc1nnc(NC(=O)C2Cc3ccccc3CN2S(=O)(=O)CC)s1 (stereo not drawn)	-1.9	-9	-16	18	0	-2	9	2	-0.9	-3.2	-4.1
O=C(NCc1ccc(F)cc1)C1CCN(C(=O)Nc2ccc(F)cc2)CC1	4.3	-6	-4	25	3	-9	-24	-5	2.1	5.5	2.3
O=C(COc1ccc2ccccc2c1Br)NC(=S)Nc1cccc(CO)c1	1.0	-2	-4	-5	5	-13	-4	-1	1.4	2.5	1.6

Next section.
SMILES	CDK5 p35 inh	Tat transport	PKA-R1A activ	SUMO Mot1 rescue	HTR5A ag	PKA-R2B activ	HTR5A inv ag	DAGLB inhibitor	phage Ecoli inh	AddAB inh	E coli growth
Cc1cccc(N2N=C(C(=O)O)CCC2=O)c1	0.4	-14	-9	-14	7	-1	-27	-4	3.0	-0.5	1.0
O=C(N/N=C/c1cn(-c2ccccc2)nc1-c1cc2ccccc2o1)c1c[nH]c2ccccc12	0.7	-16	2	5	4	-6	-10	-8	2.3	5.4	-0.3
CCN(CC)S(=O)(=O)c1ccc(OC(C)C)c(NC(=O)c2c3c(nc4ccccc24)CCN(Cc2ccccc2)C3)c1	-2.0	12	-12	-4	0	-3	-16	-2	3.7	-2.2	-0.3
CC1(C)C(=O)Nc2ccccc2N1C(=O)COC(=O)c1ccc(Cl)c(S(=O)(=O)NCc2ccccc2)c1	0.2	3	3	71	-5	2	4	4	1.9	0.3	0.6
